Cycloheximide cs: Cycloheximide Counterscreen for Small Molecule Inhibitors of Shiga Toxin | cell reporter, cycloheximide protein synthesis inhibition counterscreen | 12% of 300,000 active | max response, %; in the data active means max response mostly above about 13%, no sharp cut-off; inactive means mostly below about 14%; further: read at 38.3 µM for the half of the compounds with a filed dose; 0% is about no effect
LmPK inh: qHTS Assay for Inhibitors of Leishmania Mexicana Pyruvate Kinase (LmPK). Q27686. purified LmPK, Kinase-Glo ATP luminescence, 1 h. Potency, µM (doses to about 57.5 µM), for the others: at the top dose activity change, negative = inhibition, usual class: inhibitors. 0.37% of 290,000 active. AID 1721, 2009; further: potency means the concentration at half of the fitted maximal effect; on the % scale 0 is the no-effect control and ±100 the full control effect
Target sequence (Q27686 whole entry, looked up): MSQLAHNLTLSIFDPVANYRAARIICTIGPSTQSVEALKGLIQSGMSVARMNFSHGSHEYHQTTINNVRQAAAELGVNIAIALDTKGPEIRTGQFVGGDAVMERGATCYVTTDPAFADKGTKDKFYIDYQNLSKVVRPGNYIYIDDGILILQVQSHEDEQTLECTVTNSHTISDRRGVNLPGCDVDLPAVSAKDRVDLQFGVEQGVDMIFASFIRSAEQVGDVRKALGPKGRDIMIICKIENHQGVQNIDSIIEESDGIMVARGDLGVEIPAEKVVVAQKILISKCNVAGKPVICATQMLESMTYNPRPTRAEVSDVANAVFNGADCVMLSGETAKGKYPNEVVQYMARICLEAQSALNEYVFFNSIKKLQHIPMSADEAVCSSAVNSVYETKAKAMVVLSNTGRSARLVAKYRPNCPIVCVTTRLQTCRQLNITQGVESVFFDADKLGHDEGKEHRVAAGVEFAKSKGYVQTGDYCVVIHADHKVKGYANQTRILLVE
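Purified LmPK (0.1 nM) with 0.5 mM PEP and 0.1 mM ADP in imidazole buffer pH 7.2 with MgCl2/KCl, 1 h at room temperature. ATP formed was read by luciferase luminescence and normalized to no-enzyme and uninhibited controls.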
Pf growth 48h: Primary qHTS for delayed death inhibitors of the malarial parasite plastid, 48 hour incubation | P. falciparum luciferase growth in erythrocytes, 48 h | 5.9% of 310,000 active | Potency, µM (top dose mostly 28.7 µM), for inactives: at the top dose activity change, negative = inhibition, hits mostly inhibitors; further: potency means the concentration at half of the fitted maximal effect; on the % scale 0 is the no-effect control and ±100 the full control effect
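Luminescence readout; reporter = integrated firefly luciferase in P. falciparum. RBC culture at 2% hematocrit, 0.1% parasitemia final, 37 C/5% CO2; decreased signal taken as growth inhibition.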
Pf growth 96h: Primary qHTS for delayed death inhibitors of the malarial parasite plastid, 96 hour incubation; 6.9% of 320,000 active; Potency, µM (titrated, usually from 28.7 µM), for inactives: at the top dose activity change, negative = inhibition, usual class: inhibitors; AID 504834, 2011; P. falciparum luciferase reporter growth, 96 h; further: potency means the concentration at half of the fitted maximal effect; on the % scale 0 is the no-effect control and ±100 the full control effect
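Plates of compound plus infected erythrocytes (2% hematocrit, 0.05% parasitemia final) incubate 96 hours, 37 C, 5% CO2. Detection reagent added; reduced luminescence from the parasites' luciferase reporter flags inhibition.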
AmpC no deterg: qHTS Inhibitors of AmpC Beta-Lactamase (assay without detergent). Potency, µM (titrated, usually from 57.1 µM), inactives show top-dose activity change, negative = inhibition, actives largely listed as inhibitors. P00811. AID 485341, 2010. AmpC nitrocefin hydrolysis, absorbance 480 nm, 0.0001% Triton. 0.52% of 330,000 active;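 further: potency means the concentration at half of the fitted maximal effect; plate controls were no compound for no effect and no enzyme for full effect; nearly all actives have a fitted effect of over 20% in size; some results filed as inactive show a strong effect at the top dose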
Target sequence (P00811 whole entry, looked up): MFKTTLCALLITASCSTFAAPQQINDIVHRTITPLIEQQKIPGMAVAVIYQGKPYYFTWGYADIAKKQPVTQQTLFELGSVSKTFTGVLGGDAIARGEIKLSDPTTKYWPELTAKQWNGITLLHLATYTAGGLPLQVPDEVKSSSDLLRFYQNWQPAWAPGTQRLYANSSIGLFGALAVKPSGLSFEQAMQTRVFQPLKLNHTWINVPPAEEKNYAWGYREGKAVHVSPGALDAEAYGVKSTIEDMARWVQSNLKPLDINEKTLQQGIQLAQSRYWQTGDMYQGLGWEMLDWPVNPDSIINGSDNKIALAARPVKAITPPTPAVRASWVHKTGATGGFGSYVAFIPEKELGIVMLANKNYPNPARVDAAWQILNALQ
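AmpC (5.3 nM in the dispensed reagent) in 20 mM phosphate pH 7.0 with 0.01% (detergent screen) or 0.0001% Triton X-100 was preincubated with compounds for 15 min at room temperature. Nitrocefin was then added from an 800 uM solution, and hydrolysis was followed at 480 nm.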
Tb PYK inh: qHTS of Trypanosoma Brucei Inhibitors; TbPYK enzyme, Kinase-Glo Plus ATP luminescence, 45 min; 0.12% of 410,000 active; Potency, µM (titrated, usually from 76.8 µM), for the others: top-dose activity, negative = inhibition, most hits filed as inhibitors; pyruvate kinase (Trypanosoma brucei), Q57TT1; further: potency means the concentration at half of the fitted maximal effect; on the % scale 0 is the no-effect control and ±100 the full control effect; nearly all actives have a fitted effect of over 50% in size
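Luminescence from Kinase-Glo Plus, added after a 45-minute room-temperature reaction, served as the end-point read-out. The enzyme and substrate were preincubated with compound before ADP (130 uM final) initiated turnover. Concentration-effect curves came from normalized qHTS data.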
Shiga toxin inh: A qHTS for Small Molecule Inhibitors of Shiga Toxin. 9.2% of 290,000 active. Vero cells, Shiga toxin protein synthesis inhibition reporter. AID 2315, 2010. inhibition, % at 38.7 µM; in the data active means inhibition mostly above about 28%, no sharp cut-off; inactive means mostly below about 43%; further: 0% is about no effect
Starred values were filed as active, the others as inactive; ? = inconclusive; . = no result given; [ ] = remark or other dose. Unless noted, the call rests on the fitted dose curve; in most records, active means well fitted curve in the direction sought with a large enough effect; inconclusive means small, poorly fitted or top-dose-only effect, or another doubt; inactive means no such curve, though single readings can be large; an effect the other way counts as inactive or inconclusive.

SMILES | Cycloheximide cs | LmPK inh | Pf growth 48h | Pf growth 96h | AmpC no deterg | Tb PYK inh | Shiga toxin inh
Cc1cc(N/N=C/c2ccc(O)cc2O)nc(N2CCOCC2)n1 | 10 | 7% | ? | ? | -46% | -13% | 19
Cc1cccc(-n2nc3c(c2NC(=O)c2ccco2)CS(=O)(=O)C3)c1C | 5 | 13% | -5% | 55%[activator] | -11% | -1% | 4
CCOC(=O)C1CCN(C(=O)CSC2=NCCS2)CC1 | 11 | 0% | 25% | 16% | 4% | -1% | 37
Cc1ccc(C(=O)N/N=C/c2ccoc2)cc1C | 41* | 1% | 6% | -19% | -30% | -8% | 63*
CCCCc1ccc(NC(=O)CN2C(=O)NC(Cc3ccccc3)C2=O)cc1 (stereo not given) | . | . | -23% | 3% | -31% | 3% | .
CC(=O)c1ccc(NC(=O)CCc2ccc(C)o2)cc1 | 13* | 4% | 74%[activator] | 51%[activator] | -25% | -5% | 16
O=C(Nc1ccc(Cl)c(Cl)c1)C1=Cc2ccccc2OC1 | 43* | 8% | . | ? | -48% | -11% | 66*
COc1ccc(OCC(=O)c2c(O)c3ccccc3oc2=O)cc1 | -3 | 0% | 9% | -3%[5.75 µM] | -25% | -25% | -2
O=C(O)CC(NC(=O)C(c1ccccc1)c1ccccc1)c1ccc(F)cc1 (stereo not given) | 4 | -4% | 9% | -28% | -22% | -1% | -8
O=C1COc2ccc(C(=O)c3ccccc3C(=O)O)cc2N1 | -3 | 2% | -22% | -15% | -14% | 4% | -8
CCNC(=O)c1cnn(-c2ccccc2)c1-c1ccccc1 | 0 | 0% | . | -20% | -3% | 1% | -1
O=C(O)CN1C(=O)/C(=C\c2cc(Br)ccc2OCc2ccc(Cl)cc2)SC1=S | 7 | 6% | 19% | 10µM* | -42% | 2% | 37
CCCOc1ccc(-c2nc3c(c(=O)[nH]c(=O)n3Cc3ccccc3)n2CCO)cc1OCC | -6 | 0% | ? | ? | 37% | 2% | -17
COc1ccc(-c2noc(CCC(=O)NC3CCCCC3)n2)cc1OC | 8 | 1% | 0% | . | -19% | -6% | -12
COc1ccccc1NC(=O)CSc1ncn(-c2ccccc2)n1 | 0 | 2% | . | 39% | 3% | -6% | -3
COc1ccc(/C=C/C(=O)c2ccc3ccccc3c2O)cc1CN1CCOCC1 | 1 | 2% | -13% | 12µM* | -14% | 1% | -4
Nc1ccc(CNc2ncn[nH]2)cc1 | -2 | 3% | 5% | 31%[activator] | -13% | -1% | -11
COc1cccc(/C=C2\SC(=S)NC2=O)c1OS(=O)(=O)c1ccc(NC(C)=O)cc1 | 1 | -4% | -21% | 0% | -24% | -1% | 23
CCOc1ccc(NC(=O)CN(C)C(=O)c2cn(-c3ccc(F)cc3)nc2-c2cccc(OC)c2)cc1OCC | . | . | 12µM* | ? | 154%[activator] | -9% | .
CCC(=O)N1C(C(=O)N2CCCC2)CSC1c1ccc(OC)cc1 (stereo not given) | -3 | -8% | 26% | -32% | -5% | -6% | -2
CN(C)CCCN1C(=O)C(O)=C(C(=O)c2cccs2)C1c1cccc([N+](=O)[O-])c1 (stereo not given) | -1 | 4% | -4% | -12% | -20% | . | -10
CC1CC(C)CN(C(=O)/C=C/c2ccc([N+](=O)[O-])s2)C1 (stereo not given) | 5 | 4% | -114% | 9.3µM* | 17% | 0% | 50
COc1cccc(OCc2nc(-c3cccc([N+](=O)[O-])c3)no2)c1 | 25* | 1% | 16% | -4% | -25% | 1% | 46
O=C(COC(=O)c1ccc(NS(=O)(=O)c2cccs2)cc1O)Nc1ccc(F)cc1 | 1 | 3% | -13% | 6% | 14µM* | 3% | 1

3 entries from above in another layout.
Each structure is followed by: Cycloheximide cs | LmPK inh | Pf growth 48h | Pf growth 96h | AmpC no deterg | Tb PYK inh | Shiga toxin inh
- CN(C)CCCN1C(=O)C(O)=C(C(=O)c2cccs2)C1c1cccc([N+](=O)[O-])c1 (stereo not given)
 : -1 | 4% | -4% | -12% | -20% | . | -10
- CCOc1ccc(NC(=O)CN(C)C(=O)c2cn(-c3ccc(F)cc3)nc2-c2cccc(OC)c2)cc1OCC
 : . | . | 12µM* | ? | 154%[activator] | -9% | .
- CC1CC(C)CN(C(=O)/C=C/c2ccc([N+](=O)[O-])s2)C1 (stereo not given)
 : 5 | 4% | -114% | 9.3µM* | 17% | 0% | 50

Compound profiles, from the list above.
Nc1ccc(CNc2ncn[nH]2)cc1 as listed: Cycloheximide cs: -2; LmPK inh: 3%; Pf growth 48h: 5%; Pf growth 96h: 31%[activator]; AmpC no deterg: -13%; Tb PYK inh: -1%; Shiga toxin inh: -11
O=C(O)CN1C(=O)/C(=C\c2cc(Br)ccc2OCc2ccc(Cl)cc2)SC1=S as listed: Cycloheximide cs: 7; LmPK inh: 6%; Pf growth 48h: 19%; Pf growth 96h: 10µM*; AmpC no deterg: -42%; Tb PYK inh: 2%; Shiga toxin inh: 37

(listing goes on)
SMILES | Cycloheximide cs | LmPK inh | Pf growth 48h | Pf growth 96h | AmpC no deterg | Tb PYK inh | Shiga toxin inh
Cc1ccc(C2=NN=C(NC(=O)CSc3nncn3C)SC2)cc1 | 9 | -5% | ? | 36%[activator][5.75 µM] | 141%[activator] | ? | -3
Cc1ccc(C2C(S(C)(=O)=O)=C(O)C(=O)N2c2ccccc2)cc1 (stereo not given) (tested in a mixture with another compound) | -1 | 0% | 3% | 89%[activator] | -16% | 0% | -17
O=C(O)c1ccccc1OCCOCCOc1ccccc1C(=O)O | -2 | -11% | 8% | . | -28% | 2% | -11
COc1ccccc1C(=O)C1CCCN(C(=O)CSc2ccccn2)C1 (stereo not given) | -1 | -6% | 6% | 10µM* | -2% | 5% | 4
O=C1c2ccccc2C(=O)c2cc(S(=O)(=O)Nc3ccccc3)ccc21 | 2 | 0% | 0% | -15% | 28µM* | -4% | -12
Cc1ccc(NS(=O)(=O)c2ccc(NC(=O)c3cccs3)cc2)c(C)c1 | 5 | 0% | -30% | ? | -14% | -16% | 17
O=C(O)CN1C(=O)SC(Nc2ccc(C(=O)O)cc2)C1=O (stereo not given) | 7 | 1% | . | -8% | -14% | -22% | -5
COc1ccccc1/C=N/n1c(C)nnc1-n1nc(C)cc1C | -7 | 4% | . | -22% | 0% | -1% | -12
Cc1ccc(N(C(=O)c2csnn2)C(C(=O)NC(C)(C)C)c2ccccn2)cc1 (stereo not given) | 1 | -8% | 4% | 20% | -4% | 2% | 22
COc1ccc(Cl)cc1NC(=S)N1CCN(S(C)(=O)=O)CC1 | -2 | 2% | 12% | 24% | -1% | -12% | -3
CCn1c(CNC(=O)c2cccs2)nnc1SCC(=O)NCCc1ccccc1 | -1 | 6% | ? | . | -6% | -2% | -7
Cn1c(=O)c2c(nc(NCCNC(=O)c3ccco3)n2Cc2ccc(F)cc2)n(C)c1=O | -2 | -9% | ? | -24% | -2% | 3% | -7
CCOC(=O)c1sc(-c2ccc(Br)cc2)cc1N | 54* | -7% | 120%[activator] | 59%[activator] | -24% | 1% | 114*
Cc1cccc(C(=O)NCC(=O)OCC(=O)c2ccc(Cl)s2)c1 | -1 | -10% | 12% | -25% | -49% | -4% | -10
COc1ccc(OC)c(-c2csc(NC(=O)C3=COCCO3)n2)c1 | . | . | -16% | 12% | 5% | -1% | .
COc1ccc(C(=O)CN2CCN(c3ncccn3)CC2)cc1 | 4 | 1% | 9% | 15% | -9% | -20% | 24
CCn1c(SCC(=O)NC2CCCC2)nnc1C(C)NC(=O)c1ccccc1Br (stereo not given) | -3 | -9% | -3% | ? | -8% | 1% | -2
Cc1ccc(S(=O)(=O)N2CCN(C(=O)CC(C)n3nc(C)c(Cl)c3C)CC2)cc1 (stereo not given) | -1 | -2% | -11% | 30%[activator] | 151%[activator] | -7% | -4
COC(=O)CCC(=O)OC1(C)C(=O)C=C2C=C(C3CC3)N(CCCCO)C=C2C1=O (stereo not given) | -4 | 2%[11.5 µM] | ? | 7.4µM* | -1% | -2% | 20
COc1ccc(CNC(=O)CCC(=O)c2ccc(C)cc2)cc1OC | -5 | 1% | -11% | ? | -11% | 3% | -5
COc1ccccc1C1/C(=C(/O)c2ccccc2)C(=O)C(=O)N1CC(C)C (stereo not given) | -9 | 3% | 1% | 0% | -3% | -1% | -11
O=C(c1ccc([N+](=O)[O-])o1)N1CCN(c2nc3ccc(F)cc3s2)CC1 | . | . | 2.3µM* | 1.2µM* | -10% | 3% | .
Cc1ccc(N=N/C(=C\O)C(=O)c2ccc(Cl)cc2)cc1 | 36* | -4% | ? | 85%[activator] | -20% | 1% | 106*
CCCc1nnc(NC(=O)CC(C)c2ccccc2)s1 (stereo not given) | -3 | 4% | 134%[activator] | -23% | -15% | -6% | 24
CC(C)c1cc(C(=O)OCC(=O)NC(=O)NCc2ccco2)c(O)c(C(C)C)c1 | -4 | 3% | 12% | 23% | -34% | 0% | 13
Cc1ccc(NC(=O)C(=O)NCC2CCCN2S(=O)(=O)c2cccs2)cc1C (stereo not given) | . | . | ? | -29% | -25% | -7% | .
COc1cc(NC(=O)COC(=O)CSc2ccccc2F)c(C)cc1[N+](=O)[O-] | 0 | 0% | 22% | 26% | -22% | 2% | 5
CC1CCc2cc(F)ccc2N1C(=O)c1ccncc1 (stereo not given) | -3 | -2% | -2% | 5% | -8% | -5% | -5
CCOC(=O)c1ccc(N/N=C/c2cc(Br)cc([N+](=O)[O-])c2O)cc1 | 15 | -24% | -8% | 27% | -29% | -6% | -3
O=C(OCc1ccccc1)/C(=C/c1cccc([N+](=O)[O-])c1)NC(=O)c1ccco1 | -2 | 1% | -26% | ? | -32% | 1% | -4
CCC(C)N(C(=O)Cn1c(=O)cnc2ccccc21)C1CCS(=O)(=O)C1 (stereo not given) | . | . | 30%[activator] | 0% | -19% | -4% | .

Three entries from above, with values under each structure.
Screens in order – Cycloheximide cs | LmPK inh | Pf growth 48h | Pf growth 96h | AmpC no deterg | Tb PYK inh | Shiga toxin inh
> CC(C)c1cc(C(=O)OCC(=O)NC(=O)NCc2ccco2)c(O)c(C(C)C)c1
 : -4 | 3% | 12% | 23% | -34% | 0% | 13
> Cc1ccc(NC(=O)C(=O)NCC2CCCN2S(=O)(=O)c2cccs2)cc1C (stereo not given)
 : . | . | ? | -29% | -25% | -7% | .
> COc1cc(NC(=O)COC(=O)CSc2ccccc2F)c(C)cc1[N+](=O)[O-]
 : 0 | 0% | 22% | 26% | -22% | 2% | 5

Assay outcomes: PubChem BioAssay, National Center for Advancing Translational Sciences (NCATS)
